High-throughput results: PubChem, National Center for Advancing Translational Sciences (NCATS)
Eya2 inh – inhibitors of human Eya2 phosphatase activity | O00167 | recombinant Eya2, OMFP fluorescence dephosphorylation (OMFP is methylfluorescein phosphate) | Potency, µM (highest dose often 76.9 µM), inactives show top-dose activity, negative = inhibition, usual class: inhibitors | 330,000 tested, 0.006% active; further: potency means the concentration at half of the fitted maximal effect; on the % scale 0 is the no-effect control and ±100 the full control effect
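Eya2 (0.2 uM) preincubated 10 min at ambient with compound, then OMFP substrate added at 50 uM; 10 min reaction in 50 mM HEPES pH 7.5, 50 mM NaCl, 5 uM MgCl2, 0.05% BSA, 1 mM DTT. Fluorescence read at Ex 485/Em 525 nm.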
S-ASM inh – inhibitors of human secretory acid sphingomyelinase; P17405; placental ASM, HMU-PC fluorogenic substrate, 60 min; Potency, µM (highest dose often 57.5 µM), for inactives: at the top dose activity change, negative = inhibition, hits mostly inhibitors; 340,000 tested, 0.006% active; further: potency means the concentration at half of the fitted maximal effect
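Human placenta-derived ASM enzyme was preincubated with compound for 10 minutes at room temperature, then given fluorogenic substrate HMU-PC0 (9 uM final) for 60 minutes at 37 °C; a pH 10 stop preceded fluorescence reading at Ex 386/Em 447 nm.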
Mito fusion yeast – inhibitors of mitochondrial division or activators of mitochondrial fusion; 320,000 tested, 0.23% active; Potency, µM (titrated, usually from 46.1 µM), for inactives: at the highest dose growth rescue (activation), usual class: activators; AID 485298; S. cerevisiae fusion-defective mutant growth rescue, CellTiterGlo 48 h;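 further: potency means the concentration at half of the fitted maximal effect; % of control where 0% means no effect; nearly all actives have a fitted effect of over 45% in size; temperature-sensitive fusion mutants such as fzo1-1 at 37 °C on non-fermentable ethanol glycerol medium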
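Compounds are tested for their ability to restore growth of mitochondrial fusion-defective yeast strains at non-permissive 37C in YPEG medium over 48 hours. Viability is quantified by luciferase luminescence.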
ELG1 repair inh – blocks ELG1-dependent DNA repair in HEK293T cells. HEK293T ELG1-luciferase reporter, luminescence, 16 h; DNA damage induced by 5-fluorouridine. 330,000 tested, 2.3% active. Potency, µM (highest dose often 46.1 µM), without a hit: at the highest dose activity change, negative = inhibition, most hits filed as inhibitors; further: potency means the concentration at half of the fitted maximal effect; on the % scale 0 is the no-effect control and ±100 the full control effect; nearly all actives have a fitted effect of over 55% in size
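DMSO vehicle served as the neutral condition. Each well held 2,000 cells given 5-fluorouridine plus compound; after 16 hr at 37 °C/5% CO2, ONE-Glo was added and luciferase measured 30 min later.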
Chronic BCR inh – blocks chronic active B-cell receptor signaling; Potency, µM (highest dose often 46.1 µM), for the others: at the highest dose ratio change, negative = lower green/red ratio, hits mostly inhibitors; ABC-DLBCL IkBa-CBG/CBR reporter, luminescence ratio, 4 h; 340,000 tested, 0.05% active; active means well fitted inhibition curve with a large enough effect in the signal ratio, with a control signal flat, not every such curve was filed as active; inconclusive means small, poorly fitted or top-dose-only effect, or effect the other way, or a change in a side signal; the % refers to the signal ratio;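 further: potency means the concentration at half of the fitted maximal effect; plate controls were basal doxycycline-induced cells for no effect and cells given 10 µM MG132 for full effect; MG132 reads +100%, hits lower the ratio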
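Compounds up to 46 uM were incubated four hours with TMD8 cells whose green CBG68 luciferase is fused to IkappaBalpha; red CBR luminescence normalised the signal, and concentration-effect curves were fitted to fusion, red and ratio data.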
TSHR antagonist – human thyrotropin receptor antagonism. AID 504810. TSHR-expressing cells, TSH-stimulated cAMP HTRF, 2 h; stronger effect = lower value. 330,000 tested, 0.2% active. activity change, negative = inhibition, % at 11.5 µM;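 active means activity change below a set negative limit, meaning inhibition stronger than a set level, cut at about -70% in these data; inconclusive means activity change between two set negative limits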; further: on the % scale 0 is the no-effect control and ±100 the full control effect
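Read-out is FRET at 665 nm (cryptate excitation 337 nm) from a cryptate-tagged anti-cAMP antibody, competed by cell cAMP against cAMP-d2. Compounds are tested on freshly harvested TSHR cells challenged with 4nM TSH (EC80) for 2 hours at 37 deg C.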
TSG101-PTAP inh – blocks PTAP/TSG101 interaction to inhibit HIV-1 budding; Q99816; Fluorescence polarization, FITC-PTAP peptide / Tsg101 binding; Potency, µM (series often up to 115 µM), for the others: at the highest dose activity change, negative = inhibition, most hits filed as inhibitors; 340,000 tested, under 10 active; active means well fitted inhibition curve with a large enough effect in the main read-out, with a control signal flat, not every such curve was filed as active; inconclusive means small, poorly fitted or top-dose-only effect, or effect the other way, or a change in a side signal; inactive means no such curve, though single readings can be large or run the other way; further: potency means the concentration at half of the fitted maximal effect; % of control where 0% means no effect
Target sequence (Q99816 whole entry, looked up): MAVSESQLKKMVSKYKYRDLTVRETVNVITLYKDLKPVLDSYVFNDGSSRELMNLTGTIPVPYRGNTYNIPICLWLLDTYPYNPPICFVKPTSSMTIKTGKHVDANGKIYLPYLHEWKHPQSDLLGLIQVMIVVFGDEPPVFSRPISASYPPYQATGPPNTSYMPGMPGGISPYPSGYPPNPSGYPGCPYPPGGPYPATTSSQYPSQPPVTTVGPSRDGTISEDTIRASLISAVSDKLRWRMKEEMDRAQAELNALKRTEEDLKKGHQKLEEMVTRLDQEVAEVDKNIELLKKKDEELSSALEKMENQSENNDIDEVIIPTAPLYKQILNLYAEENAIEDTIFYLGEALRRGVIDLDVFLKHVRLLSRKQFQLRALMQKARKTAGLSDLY
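Fluorescence anisotropy tracks displacement of a FITC-tagged PTAP peptide (50 nM) from the Tsg101 binding domain (10 uM), following a 20 min room-temperature incubation at pH 7.5.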
AT treatment – potential ataxia-telangiectasia treatments restoring KAP-1 phosphorylation | […] A-T fibroblasts, KAP-1 phosphorylation AlphaLISA; neocarzinostatin DNA damage 30 min before lysis | Potency, µM (doses to about 57.5 µM), for the others: at the top dose activation, usual class: activators | 320,000 tested, 0.19% active | AID 485349; further: potency means the concentration at half of the fitted maximal effect; % of control where 0% means no effect; nearly all actives have a fitted effect of over 45% in size
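hTERT-immortalized A-T patient fibroblasts ([…]), 500 cells/well in OPTI-MEM, 1% FBS, got compounds for 60 min, then NCS for 30 min at 37C. Lysates were then assayed for phospho-KAP-1 by AlphaLISA (anti-pKAP1 donor, anti-KAP1 acceptor beads), 6 hr at 25C.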
Tb PFK block – T. brucei PFK enzyme inhibition; Potency, µM (top dose mostly 57.5 µM), for the others: at the highest dose activity, negative = inhibition, most hits filed as inhibitors; T. brucei PFK, ADP-Glo luminescence; O15648; 330,000 tested, 0.17% active;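 further: potency means the concentration at half of the fitted maximal effect; 0% = uninhibited 1x PFK enzyme wells and -100% = no-enzyme wells; nearly all actives have a fitted effect of over 60% in size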
Target sequence (O15648 whole entry, looked up): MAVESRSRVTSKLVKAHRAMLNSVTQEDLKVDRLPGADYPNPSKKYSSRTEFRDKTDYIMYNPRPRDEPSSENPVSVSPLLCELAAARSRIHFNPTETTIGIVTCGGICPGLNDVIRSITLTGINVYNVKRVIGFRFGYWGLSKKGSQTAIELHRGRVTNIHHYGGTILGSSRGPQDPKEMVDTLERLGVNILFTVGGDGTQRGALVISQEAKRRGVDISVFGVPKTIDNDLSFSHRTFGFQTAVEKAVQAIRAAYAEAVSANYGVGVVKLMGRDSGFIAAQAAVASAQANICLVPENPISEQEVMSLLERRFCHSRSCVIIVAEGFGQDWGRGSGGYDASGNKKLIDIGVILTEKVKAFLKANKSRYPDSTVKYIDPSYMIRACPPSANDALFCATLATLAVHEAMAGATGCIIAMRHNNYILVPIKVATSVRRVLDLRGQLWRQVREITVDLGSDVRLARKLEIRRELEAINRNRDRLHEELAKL
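PFK 1.25 nM, F6P 0.5 mM, ATP 0.1 mM, 0.1 M TEA pH 8.0, 5 mM MgCl2, 0.01% Tween20, 0.1% BSA; 45 min RT. ADP-Glo readout. qHTS titration up to 57 uM; curves fitted, compounds curve-classed.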
TCR act – T cell receptor activation; Potency, µM (highest dose often 9.22 µM), for inactives: top-dose activation of IL-2 secretion, most hits filed as activators; AID 504894; primary human leukocytes, anti-CD3, IL-2 HTRF, 48 h; 330,000 tested, under 10 active; further: % of control where 0% means no effect
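Primary human leukocytes were stimulated with a-CD3 beads plus compounds for 48 hr without co-stimulation; secreted IL-2 was quantified by HTRF using a-IL-2-K (europium cryptate) and a-IL-2-d2, excited at 320nm with acceptor emission read at 665nm.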
a7 integrin act – activators of alpha7 integrin expression for muscular dystrophy. alpha7betagal myoblasts, beta-gal FDG fluorescence, 48 h. 350,000 tested, 0.064% active. Potency, µM (series often up to 38.3 µM), for inactives: at the top dose activation, actives largely listed as activators;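 further: potency means the concentration at half of the fitted maximal effect; 100% = response of the positive control SU9516; nearly all actives have a fitted effect of over 60% in size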
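Alpha7betagal+/- myoblasts (passage 13) were plated 16-24 hr, then exposed to compounds (1:260 dilution of DMSO stock) for 48 hours at 37C. After MPER lysis, β-galactosidase reporter activity was read as FDG fluorescence (ex 480/em 540) after 30 minutes.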
* marks the source's active call; other numbers are inactive results; ? = inconclusive; / = not tested or not shown; & = joins results of further samples; [ ] = remark or other dose. Unless noted, the call rests on the fitted dose curve; in most records, active means well fitted curve in the direction sought with a large enough effect; inconclusive means small, poorly fitted or top-dose-only effect, or another doubt; inactive means no such curve, though single readings can be large; an effect the other way counts as inactive or inconclusive.

Every second line gives: Eya2 inh	S-ASM inh	Mito fusion yeast	ELG1 repair inh	Chronic BCR inh	TSHR antagonist	TSG101-PTAP inh	AT treatment	Tb PFK block	TCR act	a7 integrin act
- COc1ccc(-c2nc3c4c(ncn3n2)-c2ccccc2CC42CCCC2)cc1
  -3%	0%	7%	-6%	0%	-1	0%	-4%	0%	-3%[46.1 µM]	26%
- C[C@H](CO)N1C[C@H](C)[C@H](CN(C)C(=O)Nc2ccc(F)cc2)Oc2c(NC(=O)c3ccc(-c4nccs4)cc3)cccc2C1=O
  10%	-18%	/	0%	-3%	-9	-3%	0%	1%	3%	0%
- O=C1NCCc2cc3c(cc21)OCO3
  0%	-1%	-2%	6%	-9%	9	-2%	-3%	0%	-4%[46.1 µM]	-13%
- CCCCCCn1c(NCC)nc2c1c(=O)n(C)c(=O)n2C
  5%	-2%	24%	5.8µM*	7%	-31	-9%	-32%	1%	5%	-57%[inhibitor]
- Cc1oc(-c2cccc(Cl)c2)[n+]([O-])c1C
  -8%	1%	2%	13%	-7%	32	-5%	-7%	4%	3%	0%
- Cn1ccnc1Sc1ccc(C(N)=O)cc1[N+](=O)[O-]
  3%	-2%	-2%	-7%	0%	-6	-2%	4%	-1%	1%	16%
- Cc1nn(Cc2ccc([N+](=O)[O-])cc2)c(=O)n1-c1ccccc1Cl
  0%	1%	-2%	-4%	-3%	2	2%	0%	-5%	2%	-12%
- Cc1nc2ccccc2c(=O)n1NC(=O)COc1ccccc1
  24%	-5%	0%	1%	9%	-1	-1%	-4%	5%	0%	29%
- CN(C)S(=O)(=O)c1cccc(C(=O)OCC(=O)Nc2sccc2C(N)=O)c1
  20%	-8%	-1%	18µM*	?	-24	-4%	8%	8%	3%	-14%
- O=C(COc1ccccc1)Nc1ccc(S(=O)(=O)N2CCOCC2)cc1
  10%	2%	2%	-13%	-4%	-13	-6%	6%	-24%	1%	8%
- Cc1cccc(N2CCN(C(=O)c3ccc(CS(=O)(=O)c4ccccc4C)o3)CC2C)c1 (configuration not stated)
  1%	2%	6%	9.2µM*	?	-21	-2%	2%	-1%	-4%	?
- Cc1cccc(C(=O)NNC(=O)c2ccc(Cl)cc2)c1O
  -33%	-3%	4%	?	?	6	-3%	-1%	-1%	-1%	1%
- COc1ccc(S(=O)(=O)N2CCC(C(=O)NCc3ccncc3)CC2)cc1OC
  -2%	-2%	-13%	8%	3%	9	-4%	-5%	-5%	-10%	28%
- Cc1[nH]nc2c1C(c1ccsc1C)C(C#N)=C(N)O2 (configuration not stated)
  -14%	4%	-8%	?	?	-4	-2%	-5%	-28%	-4%	-27%
- COc1cc(Cl)cc(C2NC(=O)NC(C)=C2C(C)=O)c1OCC(=O)O (configuration not stated)
  3%	-4%	-1%	14%	-5%	16	/	/	4%	/	12%
- N#CC(c1nc2ccccc2nc1N1CCOCC1)S(=O)(=O)c1ccccc1 (configuration not stated)
  -3%	15%	2%	?	0%	-4	-6%	-2%	5%	-4%	0%
- O=C(Oc1cc(=O)oc2ccccc12)c1ccco1
  0%	2%	3%	12%	?	-24	-5%	-4%	2%	6%	3%
- CS(=O)(=O)N(CCC#N)Cc1ccc(/C=C2\C(=O)Nc3ccccc32)o1
  5%	-9%	-3%	7.3µM*	-9%	-3	-3%	-3%	-8%	12%	-9%
- CCn1c(SCc2ccc(C)cc2)nnc1-c1cnccn1
  4%	3%	3%	24%	1%	-7	-12%	7%	1%	-8%	9%
- CN(c1ccccc1)S(=O)(=O)c1cc(C(=O)OCC(N)=O)ccc1Cl
  9%	-2%	-6%	-3%	-3%	2	-2%	0%	-1%	2%	31%
- CSc1nc(N)nc(-c2cccs2)c1C#N
  4%	13%	-9%	?	?	-14	-12%	-3%	-1%	4%	-4%
- c1ccc(SCc2nc(-c3ccccn3)no2)cc1
  -3%	3%	1%	?	?	-3	0%	1%	-4%	4%	-6%
- COc1ccccc1NC(=O)Nc1cccc(NC(C)=O)c1
  13%	-1%	2%	?	?	-4	-1%	-6%	-4%	14%	0%
- C[C@@]12C(=O)Nc3ccc(Cl)cc3C(=O)N1[C@H]1c3cc(Cl)ccc3OC[C@@H]1[C@@H]2c1ccccc1
  1%	-7%	/	-6%	?	-18	-4%	1%	5%	2%	-24%
- CC1Cc2cc(S(=O)(=O)N3CCN(C)CC3)ccc2N1C(=O)C1CC1 (configuration not stated)
  -3%	2%	-10%	26%	1%	4	-5%	-2%	-5%	-4%	11%
- CCc1ccc2oc(C(=O)NCCc3ccc(S(N)(=O)=O)cc3)cc(=O)c2c1
  ?	0%	2%	-4%	?	-4	-1%	-14%	1%	1%	-22%
- Cc1ccc(CN2CCN(CC(=O)NCCCN3CCN(c4ccc(F)cc4)CC3)C2=O)cc1
  -2%	4%	2%	?	5%	7	-3%	-5%	1%	0%	-48%[inhibitor]
- COc1ccc(NC(=O)Nc2cccc3c2O[C@@H](CN(C)CC2CCCCC2)[C@@H](C)CN([C@H](C)CO)C3=O)cc1
  0%	0%	/	0%	0%	7	-3%	0%	-2%	-2%	3%
- Cc1cccc(C)c1N(CC(=O)Nc1cc(Cl)ccc1Oc1ccccc1)S(C)(=O)=O
  -2%	-12%	?	1%	6%	-2	-3%	1%	-3%	2%	-21%
- N#CC(C(=O)OCc1ccccc1)c1nc2ccccc2nc1N1CCOCC1 (configuration not stated)
  4%	-8%	25%	?	3%	-2	-12%	-9%	0%	-15%	7%

Compound profiles, as listed above. Screens in order: Eya2 inh	S-ASM inh	Mito fusion yeast	ELG1 repair inh	Chronic BCR inh	TSHR antagonist	TSG101-PTAP inh	AT treatment	Tb PFK block	TCR act	a7 integrin act
N#CC(c1nc2ccccc2nc1N1CCOCC1)S(=O)(=O)c1ccccc1 (configuration not stated) is entered as -3%	15%	2%	?	0%	-4	-6%	-2%	5%	-4%	0%
O=C1NCCc2cc3c(cc21)OCO3 is entered as 0%	-1%	-2%	6%	-9%	9	-2%	-3%	0%	-4%[46.1 µM]	-13%

The list goes on.
Every second line gives: Eya2 inh	S-ASM inh	Mito fusion yeast	ELG1 repair inh	Chronic BCR inh	TSHR antagonist	TSG101-PTAP inh	AT treatment	Tb PFK block	TCR act	a7 integrin act
- Cc1csc(OCC(=O)Nc2ccc(C)c(C)c2)n1
  -1%	0%	5%	?	0%	28	1%	12%	-5%	8%	-3%
- Cc1ccc(C(=O)Nc2c(C(=O)N3CCOCC3)cnn2-c2ccccc2)cc1
  /	-2%	-7%	/	/	/	0%	/	/	-11%	-4%
- C#CCOc1c(Br)cc(/C=N\NC(=O)CN2CCOCC2)cc1OCC
  2%	3%	3%	-15%	16%	5	-1%	0%	6%	-3%	17%
- NC(=O)N1c2ccccc2CC(=O)c2ccccc21
  -17%&2%	1%	-1%&2%	-9%	?	7&4	-6%	-2%	11%&-1%	9%	/

3 entries already listed, sorted by the value under TSG101-PTAP inh, low to high:
molecule | TSG101-PTAP inh
C#CCOc1c(Br)cc(/C=N\NC(=O)CN2CCOCC2)cc1OCC | -1%
Cc1ccc(C(=O)Nc2c(C(=O)N3CCOCC3)cnn2-c2ccccc2)cc1 | 0%
Cc1csc(OCC(=O)Nc2ccc(C)c(C)c2)n1 | 1%

Not a hit list, and some 3.2% of all compounds hit somewhere here.
